IL1B cytotox: HUVEC cytotoxicity counter-screen, IL-1B stimulated. HUVEC cell count loss, Hoechst imaging. cell count reduction, % at 2 µM. actives 0.41% (n = 94,000);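 active = cell count reduction more than 3 SD above the screen-wide mean, cut at about 70% in these data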;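 note: normalized per plate to untreated control cells as the no-loss baseline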
Lung fibro prol: blocks proliferation of human lung fibroblasts. LL 47 human lung fibroblast viability, ATP luminescence; stronger effect = lower value. viability, % at 10 µM. actives 1.1% (n = 85,000). AID 719;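 active = viability at or below 50% in the single dose screen; inactive = viability above 50%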;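 note: compound exposure lasted 72 h before the ATP readout; 100% = median luminescence of untreated cell-only wells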
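material = human LL 47 lung fibroblast cells | dosing = compounds added from tenfold dosing solution, 0.1% DMSO final | timing = overnight cell rest, 72 h compound treatment at 37 °C | measured by = CellTiter-Glo luminescence measuring cellular ATP | evaluation = % viability versus median cells-only luminescence | control set = cell-only wells, no compound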
HUVEC prolif 384: blocks proliferation of human endothelial cells; HUVEC proliferation, CellTiter-Glo luminescence, 72 h; stronger effect = lower value; viability, % at 10 µM (by protocol); actives 1.1% (n = 86,000);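 active = viability at or below 30%; inactive = viability above 30%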;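 note: 100% = median luminescence of DMSO-only cell control wells on each plate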
Pyk2 oligo antag: antagonists of human Pyk2 oligomerization. Q293 cells, Pyk2 FERM NanoBiT luminescence; stronger effect = lower value. z-score (the deposit names both 25 µM and 10 µM). actives 0.83% (n = 99,000). AID 1347419;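 active = Z-score of -3 or lower, scaled per plate to the spread of control and sample wells; inactive = z-score above -3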;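 note: negative z-score means lost luminescence so less FERM oligomerization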
F-actin modifier: alters cytoskeleton assembly in HUVEC cells; HUVEC TNFa F-actin phalloidin imaging, high content; inhibition, % at 2 µM; actives 0.18% (n = 91,000); AID 836;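 active = inhibition above the batch mean plus 3 SD and confirmed as a hit by visual image inspection, cut at about 30% in these data, passing the limit was not always enough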; note: strong numbers were not always called active
H69AR inhibit: growth inhibitors of human H69AR lung tumor cells. H69AR lung tumor viability, ATP luminescence, 72 h; stronger effect = lower value. viability, % at 10 µM. AID 598. actives 6% (n = 85,000);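 active = viability at or below 40%; inactive = viability above 40%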;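 note: multidrug resistant small cell line overexpressing MRP-1 efflux transporter; 100% = mean luminescence of untreated control wells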
VCAM1 TNFa inh: reduces TNF alpha induced VCAM1 expression in HUVEC. HUVEC TNFa-induced VCAM-1 immunofluorescence, high-content imaging. inhibition, % at 2 µM. actives 0.48% (n = 95,000). AID 802;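 active = inhibition above the batch mean plus 3 SD, with images confirmed as a hit by eye, cut at about 37% in these data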;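 note: 0% = TNF-stimulated DMSO wells and 100% = unstimulated control wells; not every result past the cut was called active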
TNFa cytotox: toxic to HUVEC cells under TNF alpha stimulation; cell count reduction, % at 2 µM; AID 848; actives 0.17% (n = 93,000); HUVEC TNFalpha-stimulated, Hoechst cell count, imaging;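 active = cell count reduction exceeding the screen mean by over 5 SD, scaled to untreated wells per plate, cut at about 78% in these data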;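 note: cells counted after 24 h of TNF alpha exposure following the 1 h pretreatment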
Smad3 FoxH1 inh: blocks human Smad3 binding to FoxH1 peptide | P84022 | TR-FRET Smad3/Dy647-FoxH1 peptide binding, europium anti-His | inhibition, % at 25 µM | actives 0.29% (n = 88,000);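 active = compounds that reduce the energy-transfer binding signal between the protein and its labelled peptide by more than half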;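 note: 0% = Smad3 plus labelled peptide maximal FRET and 100% = peptide-only background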
Target sequence (P84022 whole entry, looked up): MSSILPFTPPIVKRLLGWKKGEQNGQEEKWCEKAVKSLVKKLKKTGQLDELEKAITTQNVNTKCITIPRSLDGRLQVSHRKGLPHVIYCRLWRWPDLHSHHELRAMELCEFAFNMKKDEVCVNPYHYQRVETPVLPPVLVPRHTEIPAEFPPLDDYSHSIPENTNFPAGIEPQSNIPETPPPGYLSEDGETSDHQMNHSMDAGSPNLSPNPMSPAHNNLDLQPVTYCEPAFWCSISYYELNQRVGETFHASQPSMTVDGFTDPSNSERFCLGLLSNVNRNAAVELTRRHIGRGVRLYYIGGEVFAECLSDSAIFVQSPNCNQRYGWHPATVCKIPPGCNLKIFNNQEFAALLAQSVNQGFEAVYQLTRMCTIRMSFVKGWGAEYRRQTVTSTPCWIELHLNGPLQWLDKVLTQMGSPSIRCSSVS
An asterisk follows results filed as active; . = no result given; [ ] = dose if it differs, or a comment.

SMILES	IL1B cytotox	Lung fibro prol	HUVEC prolif 384	Pyk2 oligo antag	F-actin modifier	H69AR inhibit	VCAM1 TNFa inh	TNFa cytotox	Smad3 FoxH1 inh
COCCCn1c(SCC(=O)Nc2cccc(C(=O)OC)c2)nnc1-c1ccncc1	19.4	96.8	88.3	0.28	13.5	95.6	4.0	-17.2	-7.8
CN(C)S(=O)(=O)Oc1ccsc1C(=O)Nc1ccccc1Cl	-4.0	.	.	-1.91	-23.2	.	-4.4	1.2	.
O=C(Nc1scc(-c2cccs2)c1C(=O)O)c1cccs1	11.5	98.8	91.1	0.91	-20.0	98.5	-19.8	24.7	0.7
CCOC(=O)Nc1ccc(NS(=O)(=O)c2ccc(C)cc2)cc1	10.8	81.5	75.0	-1.38	5.5	56.9	20.4	0.0	12.5[fluorescence artefact?]
CCCC(=O)Nc1nc(C)c(-c2csc(Nc3cc(OC)ccc3OC)n2)s1	2.0	.	.	.	14.9	.	18.0	-22.9	.
Cc1cc(C(=O)OCC(=O)N2CCc3ccccc32)c(C)o1	.	92.6	90.9	0.48	.	103.0	.	.	1.0
COc1ccc(-n2c(=O)cc(N3CCc4ccccc43)[nH]c2=O)cc1	25.2	109.3	103.2	-0.74	-28.1	97.3	-13.3	11.4	-3.8
Cc1ccc(/C=N\NC(=O)C2COc3cc4ccccc4cc3O2)o1 (stereo not drawn)	4.5	.	.	1.32	-7.9	.	10.6	53.0	.
Cc1cccc(NC(=O)Cn2nnc(-c3cccs3)n2)c1C	-1.7	99.8	93.8	1.15	10.3	93.7	-15.5	7.3	-11.6
Nc1cc(N)nc(SCC(=O)NCC2CCCO2)n1 (stereo not drawn)	-2.2	103.4	86.8	-0.34	12.5	108.2	-16.2	-24.1	2.0
CC(=O)c1c(C)[nH]c(C(=O)Nc2ccc(C)cn2)c1C	14.0	.	.	-0.9	-15.4	.	-14.5	-9.9	.
CCCCOc1ccc(CNn2c(C)nc3ccccc3c2=O)cc1	6.8	103.9	100.2	-0.05	2.8	92.8	6.3	-2.6	-10.3
COc1ccc(NC(=O)CCN2CCCCCC2)c(OC)c1	-9.1	95.0	82.5	-0.19	9.5	91.5	-5.7	-10.0	-4.8
O=S(=O)(Nc1ccncc1)c1ccccc1	-7.8	101.2	105.1	0.66	-37.9	103.3	27.5	-11.5	-2.3
O=C(NC(=S)NCCc1ccccc1)c1ccco1	-64.0	.	.	-0.11	-17.9	.	7.8	-10.1	.
Cc1noc(C)c1S(=O)(=O)N1CCC(C(=O)N2CCC(N3CCCCC3)CC2)CC1	-10.4	95.8	100.0	.	-28.5	107.9	-2.4	5.9	5.6[fluorescence artefact?]
O=C(NCc1ccccc1)c1ccccc1OCC(=O)N1CCCCC1	-3.2	.	.	-0.91	6.5	.	1.8	0.0	.
CCOc1cccc(/C(O)=C2/C(=O)C(=O)N(CCN3CCOCC3)C2c2cccnc2)c1 (stereo not drawn)	-4.4	.	.	0.59	0.7	.	-0.2	-14.4	.
c1ccc(-c2cnc(-c3ccccc3)nc2)cc1	3.9	103.5	95.5	-0.61	7.7	99.0	-5.0	-16.1	10.3[fluorescence artefact?]
CC1(C)N=C(/C=N/O)C=[N+]1[O-]	-22.8	104.5	96.6	0.01	4.8	100.7	-28.1	-23.0	-2.6
Cc1ccc(CC(=O)NCCCc2ccccc2)cc1	4.6	91.0	92.7	0.22	-8.6	110.2	12.1	2.3	-0.8
Cc1noc(C)c1CSc1nnc2n(-c3ccccc3)c(=O)c3ccccc3n12	.	86.6	103.8	.	.	81.1	.	.	-17.3
O=C1CCCC2=C1C(c1ccc(OS(=O)(=O)c3ccc(Cl)cc3)cc1)C1=C(CCCC1=O)O2	-20.0	.	.	-2.23	-9.5	.	-2.5	-12.2	.
Cc1ccc(/C=N/NC(=O)c2cccs2)cc1[N+](=O)[O-]	-65.2	.	.	-0.92	-17.9	.	-0.4	16.9	.
CCC(=O)Nc1nn(C)c2nc3c(C)cccc3cc12	8.2	95.4	81.5	-0.66	3.2	83.4	12.6	-1.8	-8.5
Further results follow.
SMILES	IL1B cytotox	Lung fibro prol	HUVEC prolif 384	Pyk2 oligo antag	F-actin modifier	H69AR inhibit	VCAM1 TNFa inh	TNFa cytotox	Smad3 FoxH1 inh
CCCC1O[C@@H]2CC3C4CCC5=CC(=O)C=C[C@]5(C)C4C(OC(C)=O)C[C@]3(C)[C@]2(C(=O)COC(C)=O)O1 (stereo partly drawn)	-39.7	95.4	111.8	-0.77	4.6	83.9	0.2	-15.0	-8.1
NC(=O)CN1C(=O)C(O)(CC(=O)c2ccccc2O)c2ccccc21 (stereo not drawn)	-19.1	93.0	89.1	.	4.4	83.0	8.5	-18.7	-1.0
Cc1ccccc1NC(=O)CCN1CCCCCC1	-29.0	103.8	101.3	1.13	32.5	102.1	-15.0	-2.6	3.1
Cc1nn(C)cc1CNC(=O)c1cccc(Br)c1	-27.4	95.9	87.4	-0.77	1.5	94.1	8.3	9.2	1.3
Cc1ccc(-c2noc(CC(c3ccccc3)c3ccccc3)n2)cc1	38.5	97.0	135.2	-0.61	.	97.1	20.4	-43.2	-12.2
CC(=O)c1cccc(NC(=O)C2CC(c3ccc(F)cc3)=NO2)c1 (stereo not drawn)	-9.2	101.7	108.0	-0.19	-14.8	78.1	-16.3	-17.6	-4.3
CCOC(=O)c1[nH]c(C)c(/C(O)=C2\C(=O)C(=O)N(CCN(C)C)C2c2ccncc2)c1C (stereo not drawn)	5.6	97.3	97.5	2.09	-4.0	103.1	1.2	-27.5	0.4
CCCn1nnnc1SCC(=O)N1CCN(C(=O)c2ccco2)CC1	-2.7	98.5	93.4	0.53	4.1	91.4	-1.0	18.7	-5.6
O=C1c2cccnc2C(=O)N1Cc1ccc2c(c1)OCO2	.	109.8	105.7	1.93	.	97.3	.	.	-3.5
O=C(/C=C/N1CCOCC1)c1ccc(-c2ccccc2)cc1	-29.1	104.2	91.0	0.81	-3.0	104.4	13.2	0.3	3.4
COC(=O)CCC(=O)Nc1sc(C)c(C)c1C(N)=O	.	98.4	84.6	-0.41	.	18.9*	.	.	-8.3
COC(=O)c1cc(CSc2nnc(NC3CCCCC3)s2)oc1C	-6.8	97.3	105.5	0.09	9.8	82.1	4.2	-42.7	-2.9
Cc1ccc(C2NC(=O)NC(O)(C(F)(F)F)C2C(=O)c2cccs2)o1 (stereo not drawn)	-53.8	98.4	16.9*	0.18	9.8	103.8	-8.1	-4.6	5.5
CCOC(=O)N1CCN(C(=O)CSc2nnc(COc3ccccc3)o2)CC1	12.7	92.9	93.5	.	-1.0	99.7	15.3	-21.9	10.4[fluorescence artefact?]
C[C@H](NC(=O)Nc1cccc(C(F)(F)F)c1)C(=O)O	8.2	107.4	94.8	0.41	-8.0	92.3	18.5	27.5	-7.6
O=C(NCc1ccccc1)C(c1ccccc1)N(Cc1ccc2c(c1)OCO2)C(=O)Cc1cccs1 (stereo not drawn)	36.6	106.9	74.3	-1.74	-12.4	43.7	-6.7	8.2	0.1
Cc1ccccc1OC(=O)CCC(=O)OCCCC(F)(F)C(F)(F)F	9.3	101.5	91.2	0.82	-17.0	88.5	15.2	-3.9	-0.7
Cc1ccc(C)c(Cc2c(C)nc3c(C(=O)NCc4ccc5c(c4)OCO5)cnn3c2C)c1	6.9	91.5	89.8	.	10.1	60.8	8.2	-16.1	4.9
COc1ccc(Cl)cc1NC(=O)CN1C(=O)CSC1=O	-5.0	100.0	99.6	-0.68	-13.6	89.6	6.2	11.5	-1.6
Cc1ccc(CN2C(=O)CCC2C(=O)N2CCN(c3ccc(F)cc3)CC2)cc1 (stereo not drawn)	-8.8	89.7	100.4	1.07	-12.3	80.5	-16.3	-17.8	6.2
O=C(Nc1ccccc1Cl)N1CCN(c2ccc3nnc(-c4ccccc4)n3n2)CC1	-0.8	100.2	85.1	.	-5.3	75.2	19.7	-8.3	2.7
CCCC(=O)NCCCc1nc2ccccc2n1C(C)C	-2.2	94.5	101.3	.	4.2	97.7	23.7	-21.9	5.6
Cc1ccc(C)c(NC(=O)CSc2nnc(CCCCCNC(=O)OC(C)(C)C)o2)c1	-39.2	103.9	101.3	-0.28	8.7	85.9	3.8	-28.5	3.4
CN(Cc1ccccc1)C(=O)CN(c1ccc(F)cc1)S(=O)(=O)c1ccc2c(c1)OCCO2	-26.3	93.3	88.1	-2.73	3.3	84.7	3.2	-41.4	6.9
Cc1ccc(-c2cc(C(=O)N3CCOCC3)c3ccccc3n2)cc1	-15.0	92.8	97.5	-0.01	7.6	81.5	8.0	-7.2	-2.6
Later entries
SMILES	IL1B cytotox	Lung fibro prol	HUVEC prolif 384	Pyk2 oligo antag	F-actin modifier	H69AR inhibit	VCAM1 TNFa inh	TNFa cytotox	Smad3 FoxH1 inh
Cc1c(/N=C/c2ccco2)n(Cc2ccccc2)c2ccccc12	-31.5	.	.	-0.19	-61.0	.	8.3	-1.4	.
Cc1c2cnn(CC(=O)O)c(=O)c2c(C)n1Cc1ccccc1	-5.3	103.5	105.3	.	7.2	100.5	11.5	-21.5	1.3
COc1cccc(-c2csc(N3CCN(C(=S)Nc4ccccc4)CC3)n2)c1	-18.6	.	.	-0.06	-8.8	.	6.5	-23.7	.
O=P(c1ccccc1)(c1ccccc1)C1CCCO1 (stereo not drawn)	1.0	104.2	96.6	-0.28	.	92.0	1.3	3.2	-3.1
O=C(CSc1nnc(Cc2ccccc2)n1Cc1ccco1)NC1CCCC1	-7.8	104.3	91.5	0.9	-0.6	74.6	-4.7	-3.3	-3.5
CC(C)Sc1nc2c(c(=O)[nH]c(=O)n2C)n1CCc1ccccc1	.	101.7	96.0	0.84	.	90.3	.	.	-7.8
O=C(Nc1ccccc1)N(CCc1ccncc1)C1CCCCC1	-1.1	98.9	87.5	.	7.9	91.5	1.5	-13.2	5.7
O=C(CN(Cc1ccccc1)C(=O)CCC(=O)Nc1nccs1)NCc1ccco1	.	102.0	99.5	0.16	.	83.5	.	.	5.7
O=C(C1CC1)N1CCC(C(O)(c2ccccc2)c2ccccc2)CC1	9.6	.	.	-0.17	1.1	.	0.3	4.5	.
Cn1c(=NC(=O)CSCC(=O)N2CCCC2)sc2ccccc21	-20.0	102.1	106.8	2.48	-5.3	101.7	18.3	-10.4	-18.8
COc1cccc(C2N(c3ccccn3)C(=O)C3CCCN32)c1OC (stereo not drawn)	-3.2	99.8	103.7	1	7.8	100.2	-3.2	-21.7	4.5
O=C(Nc1ccc(F)cc1)c1cccnc1N1CCOCC1	-6.5	.	107.6	-0.21	8.6	101.3	3.1	-10.9	-2.4
Cc1nn(CCC#N)c(NC(=O)c2ccc(Cl)cc2Cl)c1P(=O)(Nc1ccc([N+](=O)[O-])cc1)N1CCOCC1 (stereo not drawn)	5.7	103.8	100.3	0.85	-0.8	89.5	7.1	7.2	3.7
Cc1nn(C)c(C)c1-c1c(C#N)c(N)nc2c1CCCCCC2	-48.4	.	.	-0.2	25.2	.	10.8	15.8	.
Cc1ccc(/C=N/n2cnnc2)s1	-18.8	98.0	103.2	0.54	1.3	97.0	1.2	-14.4	-2.8

3 compounds picked at random from those above, as already listed:
SMILES	IL1B cytotox	Lung fibro prol	HUVEC prolif 384	Pyk2 oligo antag	F-actin modifier	H69AR inhibit	VCAM1 TNFa inh	TNFa cytotox	Smad3 FoxH1 inh
O=C(CN(Cc1ccccc1)C(=O)CCC(=O)Nc1nccs1)NCc1ccco1	.	102.0	99.5	0.16	.	83.5	.	.	5.7
Cc1nn(C)c(C)c1-c1c(C#N)c(N)nc2c1CCCCCC2	-48.4	.	.	-0.2	25.2	.	10.8	15.8	.
Cc1c(/N=C/c2ccco2)n(Cc2ccccc2)c2ccccc12	-31.5	.	.	-0.19	-61.0	.	8.3	-1.4	.

The list is partial (hit frequency here may not be typical).
